High-throughput results from PubChem BioAssay.
GRK2 aptamer HTS – inhibitors of human GRK2 displacing RNA aptamer; actives 0.59% (n = 330,000); P25098; inhibition of aptamer binding, % at 10 µM; AID 488847; bead flow cytometry, FAM-aptamer displacement from GRK2;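 active = inhibition of aptamer binding above 40%, roughly 3 SD of noise, on plates passing a quality check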;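 note: median bead fluorescence of bound FAM aptamer so fluorescent compounds give negative values; no value below 0 was filed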
Target sequence (P25098 whole entry, looked up): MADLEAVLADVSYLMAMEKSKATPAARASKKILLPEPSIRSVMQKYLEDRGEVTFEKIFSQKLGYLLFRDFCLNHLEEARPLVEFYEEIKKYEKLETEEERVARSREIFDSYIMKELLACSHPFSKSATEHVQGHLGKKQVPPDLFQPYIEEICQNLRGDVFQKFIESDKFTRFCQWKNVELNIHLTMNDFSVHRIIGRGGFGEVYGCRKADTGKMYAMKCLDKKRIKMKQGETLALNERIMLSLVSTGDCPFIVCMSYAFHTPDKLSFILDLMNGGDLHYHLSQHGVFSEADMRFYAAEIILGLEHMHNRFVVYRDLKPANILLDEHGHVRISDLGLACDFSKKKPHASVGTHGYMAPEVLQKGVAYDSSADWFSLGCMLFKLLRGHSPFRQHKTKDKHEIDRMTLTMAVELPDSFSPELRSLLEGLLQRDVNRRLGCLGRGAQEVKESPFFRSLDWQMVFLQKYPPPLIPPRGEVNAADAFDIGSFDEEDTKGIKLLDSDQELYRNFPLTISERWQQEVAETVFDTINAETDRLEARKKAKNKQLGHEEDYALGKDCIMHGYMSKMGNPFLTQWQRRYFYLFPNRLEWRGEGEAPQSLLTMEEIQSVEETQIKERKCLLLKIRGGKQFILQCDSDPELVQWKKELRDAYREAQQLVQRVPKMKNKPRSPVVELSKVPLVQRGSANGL
PME-1 primary – PME-1 (human) inhibition. inhibition, % at 5.9 µM. recombinant PME-1, FP-Rh probe fluorescence polarization. actives 0.53% (n = 320,000). Q9Y570;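 active = inhibition above the campaign mean of all compounds plus 3 SD, cut at about 26% in these data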;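 note: competitive labeling of PME-1 active site by serine hydrolase directed probe; 0% = PME-1 with DMSO and 100% = wells lacking PME-1 enzyme; inhibitors block probe labeling so polarization falls and inhibition rises; many of its hits are not listed in these tables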
Target sequence (Q9Y570 whole entry, looked up): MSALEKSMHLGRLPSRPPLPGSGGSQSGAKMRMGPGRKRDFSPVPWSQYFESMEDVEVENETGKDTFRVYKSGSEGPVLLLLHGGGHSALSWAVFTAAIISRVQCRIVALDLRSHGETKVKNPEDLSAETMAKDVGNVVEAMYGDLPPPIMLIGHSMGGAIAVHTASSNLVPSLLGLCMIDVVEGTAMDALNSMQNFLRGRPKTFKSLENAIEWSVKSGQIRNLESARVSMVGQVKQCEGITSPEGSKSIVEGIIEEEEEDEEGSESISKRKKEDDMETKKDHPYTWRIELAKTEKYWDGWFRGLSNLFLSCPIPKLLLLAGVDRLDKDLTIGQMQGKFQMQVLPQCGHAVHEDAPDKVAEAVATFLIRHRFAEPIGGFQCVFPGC
GLD-1 TGE inh – GLD-1-TGE RNA interaction inhibition (C. elegans) | Q17339 | purified GLD-1 + fluorescein TGE RNA, fluorescence polarization | inhibition, % at 5.96 µM | actives 0.44% (n = 320,000);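 active = percent inhibition above a per-plate cutoff, the plate mean of test compounds plus 3 SD, cut at about 30% in these data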;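 note: 0% = DMSO wells with GLD-1 and probe and 100% = wells lacking GLD-1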
MEX-5 binding – C. elegans MEX-5 TCR-2 RNA binding activity | MEX-5/FITC-TCR2 RNA binding, fluorescence polarization; hits give low values | actives 0.38% (n = 300,000) | AID 1832 | activity score (negative = inhibition of binding), % at 10 µM | Q9XUB2;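 active = inhibition past about -25% in most replicates, and total fluorescence under double the plate's negative control median, limit read from the data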;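 note: 0% = DMSO and -100% = 5 µM competing unlabeled TCR2 RNA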
Efflux pump inh – inhibitors of Candida antifungal efflux pumps expressed in yeast; S. cerevisiae Candida pump triplex, Nile Red efflux; inhibition, % at 10 µM; actives 0.44% (n = 330,000); AID 485275;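 active = plate passing quality check with inhibition over a set limit, or well fluorescence over plate mean plus 4 SD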;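 note: Nile Red retained in pooled yeast measured as flow cytometry median fluorescence; 0% = buffer negative control and 100% = Enniatin B positive control; higher means more Nile Red kept so more efflux inhibition; some compounds called inactive have numbers as strong as hits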
MCL1-BIM inh – inhibitors of human MCL1 binding to BIM-BH3 peptide. GST-MCL1 / FITC-Bim-BH3 fluorescence polarization. actives 0.68% (n = 320,000). inhibition, % at 10.9 µM. Q07820;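 active = inhibition above the mean inhibition of all tested compounds plus 3 SD, set per campaign, cut at about 40% in these data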;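 note: 0% = DMSO wells and 100% = unlabeled Bim-BH3 peptide control; higher means more loss of mP so more displacement of Bim peptide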
VLA-4 inh – inhibition in a human VLA-4 binding assay. actives 0.2% (n = 330,000). VLA-4 expressing cells, ligand binding flow cytometry. P13612. inhibition, % (about 7 µM as worked out from the volumes in the protocol); in the data active = inhibition above about 50%
Bcl-xL primary – inhibitors of human Bcl-xL. inhibition, % at 10.9 µM. actives 0.7% (n = 320,000). Q07817. GST-Bcl-xL / FITC-Bim BH3 peptide fluorescence polarization;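 active = inhibition above the mean of all tested compounds plus 3 SD, cutoff set per campaign, cut at about 30% in these data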;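 note: 0% = DMSO wells and 100% = unlabeled Bim-BH3 peptide competitor; inhibitors lower millipolarization by displacing the labeled peptide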
Fam108B inh – blocks mouse Fam108B hydrolase in RBBP9 counter-screen; recombinant Fam108B, FP-Rh probe fluorescence polarization; inhibition, % at 9.51 µM; actives 0.33% (n = 300,000); AID 1947;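 active = inhibition above the screen mean inhibition plus 3 SD, computed separately per campaign, cut at about 18% in these data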;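 note: inhibitors lower polarization as less probe binds the enzyme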
The depositor's hits bear a star; · = no result given. Not all compounds are listed, so the mix of outcomes need not match the whole.

SMILES	GRK2 aptamer HTS	PME-1 primary	GLD-1 TGE inh	MEX-5 binding	Efflux pump inh	MCL1-BIM inh	VLA-4 inh	Bcl-xL primary	Fam108B inh
COc1ccccc1N1CCN(C(=O)c2c(-c3c(Cl)cccc3Cl)noc2C)CC1	0	-5	6	-0.6	-0.1	9	14	6	2
O=C(CN1C(=O)CC(c2ccccc2)S(=O)(=O)c2ccccc21)N1CCOCC1 (stereo not given)	0	5	-9	-2.6	0.1	1	11	3	3
CCOc1ccc2nc(NC(=O)CCn3cccc3)sc2c1	34	-7	-12	-5.2	1.0*	-17	15	-5	-8
COc1ccccc1OCCCn1c(=O)oc2ccccc21	0	-2	3	-0.3	0.1	-2	8	-1	-1
COc1ccc(CCNC(=O)c2cc3c(=O)n4ccccc4nc3n(C3CCCCC3)c2=N)cc1OC	1	-1	-3	-9.5	0.0	6	6	1	0
Cc1cc(Oc2ccc(C)c(Cl)c2)nc(SCC(=O)c2ccccc2)n1	0	-2	5	0.1	0.6	-1	13	2	-3
COc1ccccc1/C=C(\C#N)C(=O)c1cccn1C	1	-7	-5	-0.6	0.1	5	2	2	1
Cc1cc(=O)oc2cc(NC(=S)NCc3ccccn3)ccc12	40	0	3	-2.5	0.1	-2	37	5	3
CCCc1ccc(C#N)c(SC2CC(=O)N(c3ccc(OC)cc3)C2=O)n1 (stereo not given)	1	1	-5	3.8	0.0	7	0	5	1
Cc1cc(N=Cc2c(O)ccc3ccccc23)no1	4	-6	8	1.3	-0.1	8	28	4	2
O=C(NCCCN1CCOCC1)C(=O)NCc1ccccc1	2	8	-14	-0.3	-0.2	1	7	-2	4
COc1cc(C(=O)NCCN2C(=O)S/C(=C\c3cccs3)C2=O)cc(OC)c1OC	21	1	1	3.2	0.0	2	1	3	-1
O=C(CSc1nnnn1C1CCCCC1)NCc1cccc(C(=O)O)c1	0	-7	2	1.1	0.1	-2	6	1	-4
CCOC(=O)c1c(C)oc2cc(Br)c(OC(=O)N3CCOCC3)cc12	1	7	-7	-1.0	0.1	-3	5	-2	0
CCC(C)NC(=O)C(Cc1ccccc1)NS(=O)(=O)c1cccc2nsnc12 (stereo not given)	1	-7	4	0.0	0.0	-2	3	1	3

SMILES	GRK2 aptamer HTS	PME-1 primary	GLD-1 TGE inh	MEX-5 binding	Efflux pump inh	MCL1-BIM inh	VLA-4 inh	Bcl-xL primary	Fam108B inh
CCOCCc1nnc(N)s1	0	1	-1	0.1	-0.2	4	-1	6	6
COCCN(C(=O)COC(=O)C1CCC(C(C)(C)C)CC1)c1c(N)n(Cc2ccccc2)c(=O)[nH]c1=O (stereo not given)	2	-8	14	0.2	-0.1	-17	5	-9	-2
C/C=C/C(=O)N1CC2(CC(c3cccc(NC(=O)COc4ccc(Cl)cc4)c3)=NO2)C[C@@H]1C(N)=O (stereo not given in full)	0	-15	3	-3.5	0.3	-2	-15	5	0
CCOC(=O)C1=NN(c2ccc(Cl)cc2)C(=O)C1	0	0	-1	0.4	0.1	-7	6	-10	-4
COc1ccc(OC)c(NC(=O)C(C)SCc2nc3sc(C)c(C)c3c(=O)[nH]2)c1 (stereo not given)	0	-1	-1	·	0.5	5	-15	3	·
O=c1cc(C(F)(F)F)nc(-c2ccccc2OC(F)(F)F)[nH]1	0	-5	12	-0.6	-0.2	-1	-4	3	2
COc1ccccc1Nc1cc(C(=O)NCCCN2CCOCC2)c2ccccc2n1	10	1	3	0.7	0.8	-2	-2	5	-2
O=C(NNC(=O)c1ccccc1OCc1ccc(F)cc1)c1ccncc1	0	-1	3	0.5	0.0	-1	1	2	-2
Cc1cc2nc(SCCOC(=O)Nc3ccc(Cl)cc3)nc(C)c2cc1C	0	-1	7	1.6	-0.3	-2	-1	2	2
COc1cc(C2/C(=C(\O)c3ccc4c(c3)CC(C)O4)C(=O)C(=O)N2CCCn2ccnc2)ccc1O (stereo not given)	3	-9	0	6.8	0.0	-3	5	6	3
Nc1ccc2nc(-c3ccccc3)sc2c1	1	3	0	-8.4	0.1	1	-12	3	2
C=CCn1c(SCc2ccc(C(=O)O)cc2)nc2sc(C)c(C)c2c1=O	0	-3	4	0.2	-0.1	-1	1	-2	-1
COc1ccccc1C(c1nnnn1Cc1ccccc1)N1CCN(C2CCCC2)CC1 (stereo not given)	4	-4	4	-4.0	0.0	0	6	3	0
CCC(C)N(C(=O)CSc1nncn1C)C1CCS(=O)(=O)C1 (stereo not given)	0	·	-2	·	0.2	·	8	·	·
CCOc1ccc(-n2cccc2C=O)cc1	0	-7	-9	0.7	0.3	5	-10	4	3

SMILES	GRK2 aptamer HTS	PME-1 primary	GLD-1 TGE inh	MEX-5 binding	Efflux pump inh	MCL1-BIM inh	VLA-4 inh	Bcl-xL primary	Fam108B inh
CC(=O)c1cccc(NS(=O)(=O)c2ccc(-c3cc(C)no3)s2)c1	0	0	6	-1.3	0.2	2	12	5	-1
COc1ccc(S(=O)(=O)N2CCC(C(=O)NCC3CCCO3)CC2)cc1C (stereo not given)	1	3	3	-0.6	0.2	9	-4	6	0
Cc1ccc(-n2c(Cc3ccccc3)nnc2SCC(=O)NNC(=O)Cc2ccccc2)cc1	2	-2	4	-0.8	0.0	-2	25	-2	-2
COc1ccc2ccccc2c1-c1sc(Nc2ccccc2)n[n+]1-c1ccc(F)cc1	0	9	-1	-1.0	0.0	7	5	3	0
NC(=O)CN1CCN(c2cccc(Cl)c2)CC1	3	2	6	-2.3	-0.1	3	-1	5	2
CCOC(=O)N1N=C(c2ccc(C)cc2)CC1(O)C(F)(F)F (stereo not given)	0	-8	1	-2.1	0.0	7	11	2	-1
CC(C)Cc1csc(NC(=O)c2ccc(F)cc2)c1C(=O)O	0	0	3	-0.2	-7.4	2	7	5	-3
COc1ccc(S(=O)(=O)N2CCOC2CNC(=O)C(=O)NCc2ccncc2)cc1C (stereo not given)	0	-2	7	-1.6	-2.8	4	-4	5	-5
CC(=O)c1ccc(N2CCN(C(=O)c3ccc(S(=O)(=O)NCc4ccco4)cc3)CC2)cc1	0	·	1	·	-0.1	·	-7	·	·
Cc1cccc(S(=O)(=O)c2c(N)n(/N=C/c3ccccc3)c3nc4ccccc4nc23)c1	17	8	-2	2.3	-0.2	10	-7	6	-10
CCN(CC)CC(C)CNC(=O)CN1C(=O)CSc2ccc(S(=O)(=O)N3CCOCC3)cc21 (stereo not given)	2	-3	2	-2.0	0.1	1	3	3	0
CCOc1ccc(NC(=O)Cc2ccc(S(=O)(=O)N3CCOCC3)s2)cc1OCC	0	7	-15	0.7	0.0	-4	-4	2	3
COC(=O)c1ccc(CN(c2ccccn2)S(=O)(=O)c2ccccc2)cc1	0	2	-4	-0.7	0.0	6	15	0	3
CCC(C)NC(=O)CNC(=S)N(Cc1ccccc1F)C1CCCCC1 (stereo not given)	3	-6	-1	0.4	0.3	1	-3	-4	-5
CCn1ncc(-c2csc(N)n2)c1C	0	6	5	0.7	0.0	11	4	9	-1

SMILES	GRK2 aptamer HTS	PME-1 primary	GLD-1 TGE inh	MEX-5 binding	Efflux pump inh	MCL1-BIM inh	VLA-4 inh	Bcl-xL primary	Fam108B inh
Cc1ccnc(N2C(=O)c3ccc([N+](=O)[O-])cc3C2=O)c1	2	3	6	0.4	-0.2	1	0	3	-3
O=C1Nc2ccccc2O/C1=C\c1ccccc1Br	3	-1	-6	0.5	0.0	6	10	3	-3
COc1cccc(NC(=O)N2CCCC2C(=O)NCc2ccco2)c1 (stereo not given)	2	-3	9	0.3	0.3	1	11	-2	0
CC(=O)Nc1ccc(S(=O)(=O)NCCC(=O)NNC(=O)c2ccncc2)cc1	4	-1	1	-3.4	-0.1	1	5	0	-2
CCCn1nc(C(=O)NC2CC2)c2ccccc2c1=O	0	0	0	·	0.0	8	7	2	·
O=C(NCCCN1CCCC1)Nc1ccccc1[N+](=O)[O-]	0	-1	-3	-1.2	-0.2	8	5	1	4
c1ccc(CNc2ccc(N3CCOCC3)cc2)cc1	8	·	11	·	0.0	·	4	·	·
CC(=O)N1c2ccc(S(=O)(=O)NCC3CCC(C(=O)Nc4cccc(C)n4)CC3)cc2CC1C (stereo not given)	0	0	5	0.5	0.0	3	-4	5	3
O=C(CSc1nnc(-c2ccco2)n1Cc1ccco1)NCc1ccccc1	0	2	1	2.0	0.0	-5	5	1	0
COc1ccc(NC(=O)Nc2ccccc2C(=O)N2CCCC2)cc1	0	-3	-7	2.3	-0.1	-1	7	-4	2
CC(C)(C)n1nnnc1C(c1ccncc1)N1CCN(C2CCCCC2)CC1 (stereo not given)	2	-3	14	0.1	0.0	4	-5	3	-5
CCNC(=S)Nc1ccc(Oc2ccccc2)cc1	1	-6	7	-3.4	0.1	7	0	3	2
Cc1ccc2nc(-c3cccnc3)cc(C(=O)Nc3ccccc3[N+](=O)[O-])c2c1	0	-1	3	1.2	-0.1	7	-14	-3	3
O=C(COC(=O)CCN=C1NS(=O)(=O)c2ccccc21)NNC(=O)c1ccccc1	0	1	2	-0.5	0.0	-5	19	3	0
CCCN1CCC(NC(=O)c2cccc(Oc3ccccc3)c2)CC1	0	3	-1	-0.3	0.2	4	12	4	4

SMILES	GRK2 aptamer HTS	PME-1 primary	GLD-1 TGE inh	MEX-5 binding	Efflux pump inh	MCL1-BIM inh	VLA-4 inh	Bcl-xL primary	Fam108B inh
Nc1nnnn1/N=C/c1cc(Br)ccc1O	0	0	0	-10	0.0	12	5	10	2
O=S(=O)(Nc1ccc(O)c(CN2CCCCC2)c1)c1ccccc1	0	5	0	0.5	-0.2	5	-3	6	3
O=C(Nc1ccccc1N1CCOCC1)C1=NN(c2c(F)c(F)cc(F)c2F)C(=O)CC1	4	1	3	·	0.0	-1	-28	-1	·
Cn1cc(S(=O)(=O)N2CCCC2)cc1C(=O)NCc1ccccc1Cl	0	9	3	0.4	0.3	-7	12	-2	2
CCc1ccc(NC(=O)CSc2nc3n[nH]c(C)c3c(=N)n2-c2cccc(OC)c2)cc1	0	-36	3	0.6	0.2	-3	-5	6	-26
O=C(CCl)N1c2ccccc2CCc2ccccc21	2	-2	-5	2.2	-0.1	2	13	3	-6
COc1ccc(-c2nn(-c3ccccc3C)cc2CNCc2cccnc2)cc1F	0	9	-1	1.1	0.0	1	2	4	3
O=C1C=CC(=O)N1c1ccc(N2CCCCC2)cc1	0	5	10	0.1	0.5	20	7	10	0
CC(C)CN1C(=O)NC2(CCCc3ccccc32)C1=O (stereo not given)	0	0	5	1.9	0.0	-2	13	8	0
Cc1ccc(NC(=O)CCNS(=O)(=O)c2ccc3c(c2)CCC(=O)N3)cc1	0	-1	6	2.4	0.2	0	17	7	3
CCN(CC)S(=O)(=O)c1cccc(C(=O)N/N=C/c2ccccn2)c1	1	-5	-3	0.5	0.0	5	4	1	3
COC(c1ccccc1)c1nnc(CCC(=O)N(C)CCCC2CCCC2)o1 (stereo not given)	0	-1	1	2.9	0.1	-1	4	6	2
CCOc1cc2nc3c4ccccc4n(C)c3nc2cc1OCC	9	-1	6	-0.8	0.3	-7	6	3	2
CCN1C(=O)[C@H]2[C@@H](c3ccc(OC)cc3)N3C(=O)CN(Cc4ccccc4)C(=O)[C@@]3(C)[C@H]2C1=O	0	0	-14	2.6	-0.3	2	8	8	4
Cc1cc(C(=O)N2CCCC(N3CCN(c4ccc(F)cc4)CC3)C2)no1 (stereo not given)	5	1	5	-3.3	0.2	10	7	7	-1
CCN1CCN(CCNC(=O)c2cn(Cc3ccccc3F)nn2)CC1	0	3	4	·	0.1	-2	-1	-2	0
